IEC-6 cytotox = counter-screen for KLF5 inhibitors: cytotoxicity in IEC-6 cells; actives 0.78% (n = 290,000); inhibition, % at 5 µM; IEC-6 cytotoxicity, luminescence viability; AID 1825; in the data active = inhibition above about 22%;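 also: 0% = plate median of test compound wells and 100% = cytotoxic reference compound wells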
KLF5 inh = kruppel-like factor 5 inhibition; DLD-1 KLF5 promoter-luciferase reporter, luminescence; inhibition, % at 5 µM; actives 0.23% (n = 290,000); AID 1700;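 active = inhibition above a per-plate limit of that plate's mean compound inhibition plus 3 SD, cut at about 60% in these data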;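 also: 0% = DMSO wells and 100% = LY294002 at 200 µM; higher means less KLF5 promoter-driven luciferase light; inactives centre near -14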
HIF activator = HIF pathway transcriptional activation; actives 0.32% (n = 300,000); activation, % at 7.5 µM (by protocol); U2OS HRE-luciferase reporter, luminescence; normalized: DMSO 0%, desferrioxamine 100%;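 active = mean activation of at least 10% of the iron chelator positive control signal, with at least half of replicates also reaching 10%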
GSK3beta inhib = blocks human GSK3beta kinase activity; actives 0.038% (n = 300,000); activity score (negative = inhibition), % at 10 µM; P49841; AID 2097; GST-GSK3beta kinase, ADP-Glo luminescence, 60 min; active compounds read low;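 active = more than half of replicate wells score below -50%, meaning over 50% inhibition versus plate controls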;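 also: 0% = median DMSO wells and -100% = median GW8510 positive control wells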
Target sequence (P49841 whole entry, looked up): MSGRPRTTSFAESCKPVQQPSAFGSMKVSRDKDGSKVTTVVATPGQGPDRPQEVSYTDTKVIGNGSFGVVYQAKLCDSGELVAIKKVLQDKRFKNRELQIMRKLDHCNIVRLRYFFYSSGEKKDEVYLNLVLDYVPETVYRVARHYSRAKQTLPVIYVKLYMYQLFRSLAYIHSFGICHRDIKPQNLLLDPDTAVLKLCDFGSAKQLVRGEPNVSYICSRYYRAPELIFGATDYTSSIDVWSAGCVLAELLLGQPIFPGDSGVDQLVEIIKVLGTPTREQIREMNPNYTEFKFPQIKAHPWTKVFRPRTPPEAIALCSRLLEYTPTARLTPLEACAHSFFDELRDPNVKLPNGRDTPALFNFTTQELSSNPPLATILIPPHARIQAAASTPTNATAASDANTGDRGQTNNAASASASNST
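Test system: GST-tagged human GSK3beta kinase, cell-free; evaluation: activity score scaled between in-plate DMSO and GW8510 controls; measured by: ADP-Glo luminescence; incubation: 60 min reaction, RT; benchmarks: DMSO and 20 µM GW8510; reagent: peptide substrate plus 25 µM ATP (final); medium: Tris/MgCl2 kinase buffer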
AI-2 QS modul = modulators of Vibrio harveyi AI-2 quorum sensing system | actives 0.4% (n = 300,000) | Vibrio harveyi JMH597 AI-2 luminescence/OD600 ratio, 9 h; active compounds read low; strain lacks LuxN and CqsS sensors; 0 = neutral-control median | activity change, % at 7.5 µM | AID 2094; in the data active = activity change below about -75%, passing the limit was not always enough;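 also: luminescence divided by OD600 gain over 9 h not by final OD600 alone; inactives centre near 13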
HSP90 refold inh = HSP90 refolding inhibition in rabbit reticulocyte lysate | luciferase refolding luminescence, 3 h | actives 0.91% (n = 290,000) | inhibition, % at 5.6 µM;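 active = inhibition above the screen-wide mean plus 3 SD, computed separately per campaign, cut at about 16% in these data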;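 also: 0% = DMSO wells and 100% = 60 µM geldanamycin wells; inhibitors lower the luminescence because luciferase stays unfolded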
aSyn 5UTR inh = 5' untranslated region of α-synuclein, MLPCN primary screen; alpha-synuclein 5'UTR reporter, inhibitor activity; inhibition, % (tested at 7.5 µM); actives 0.82% (n = 300,000); AID 1813; in the data active = inhibition above about 60%;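 also: H4 neuroglioblastoma cells stably carrying SNCA 5'UTR luciferase fusion; 0% = DMSO wells and 100% = positive control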
HSF1 inh = HSF1 inhibition | actives 0.77% (n = 300,000) | AID 2098 | activity change, negative = inhibition, % at 7.5 µM (by protocol) | NIH3T3-HGL HSE-luciferase, MG132-induced, luminescence 8 h; active compounds read low;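 active = more than half of replicate wells show activity change below -50%, luminescence cut by over half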;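 also: luciferase reports HSF-1 transcriptional activity via heat shock element; 0% = median of DMSO wells and -100% = zero luminescence signal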
GSK3A inh = inhibitors of human GSK-3 alpha kinase. P49840. ADP-Glo luminescence, 60 min. inhibition, % at 10 µM. actives 0.1% (n = 320,000). AID 2650;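 in the data active = inhibition above about 50%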;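 also: GST-tagged GSK-3 alpha with peptide substrate and 25 µM ATP; 0% = DMSO neutral wells and 100% = GW8510 positive control wells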
Target sequence (P49840 whole entry, looked up): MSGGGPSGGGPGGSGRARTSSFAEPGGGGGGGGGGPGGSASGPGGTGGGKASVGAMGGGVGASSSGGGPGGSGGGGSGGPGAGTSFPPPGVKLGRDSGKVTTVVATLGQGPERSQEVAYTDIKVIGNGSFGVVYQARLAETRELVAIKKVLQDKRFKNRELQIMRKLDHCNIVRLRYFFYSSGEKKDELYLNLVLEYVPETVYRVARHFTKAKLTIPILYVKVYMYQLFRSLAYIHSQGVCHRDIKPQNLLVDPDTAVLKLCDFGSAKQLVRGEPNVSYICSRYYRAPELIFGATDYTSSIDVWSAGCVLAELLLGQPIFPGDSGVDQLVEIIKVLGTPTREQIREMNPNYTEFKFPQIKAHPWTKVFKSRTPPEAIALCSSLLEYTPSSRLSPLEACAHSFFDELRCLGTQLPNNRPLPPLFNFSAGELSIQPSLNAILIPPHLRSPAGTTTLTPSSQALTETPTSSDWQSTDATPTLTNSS
HSF1 activator = increases HSF-1 driven luciferase reporter signal | NIH3T3-HGL HSF-1 luciferase reporter, MG132, 8 h; 100% = twice DMSO control signal | activation, % at 9 µM | actives 1.7% (n = 300,000) | AID 504408;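 active = mean replicate activation of at least 50% with a set share of replicates each reaching 50%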;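 also: 0% = median of the neutral control wells and 100% = twice that signal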
* = called active by the depositor; / = no result given. Outcome played no part in choosing rows, and some 4.7% of all compounds hit somewhere here.

#	Compound	IEC-6 cytotox	KLF5 inh	HIF activator	GSK3beta inhib	AI-2 QS modul	HSP90 refold inh	aSyn 5UTR inh	HSF1 inh	GSK3A inh	HSF1 activator
1	O=C(Cc1cn2ccsc2n1)Nc1ccccc1Oc1ccccc1	4	6	-0.1	-3	14	6	7	0	0	3
2	Cc1ccc(NC(=O)CCNC(=O)c2ccc(Br)cc2)nc1	-4	-6	1.2	-3	4	3	-18	2	2	-2
3	Cc1ccc(C)c(-n2cc(CNC(C)Cn3cncn3)c(-c3ccccc3)n2)c1 (stereo not drawn)	-10	-2	-0.3	-7	10	-3	-13	5	-2	4
4	CC(=O)N1C(=O)N(C(C)=O)C2C1N(C)C(=O)N2C(C)=O (stereo not drawn)	-2	-8	-0.1	4	20	-1	-1	-2	-3	-7
5	O=C(CSc1nncn1-c1cccnc1)N1CCOCC1	9	-14	-0.2	2	5	4	14	16	/	-2
6	COc1ccc(C(=O)COC(=O)c2ccccc2NS(=O)(=O)c2ccc(O)c([N+](=O)[O-])c2)cc1	0	8	0.0	5	18	-1	9	9	-3	25
7	CCN(CC)S(=O)(=O)c1ccc(N2CCN(S(=O)(=O)c3ccc4c(c3)OCCO4)CC2)nc1	-2	-15	-0.5	0	-3	6	28	1	-3	-3
8	O=C(Nc1cccc(F)c1)N1C2CCC1CC(O)(c1cccnc1)C2 (stereo not drawn)	-4	0	0.0	3	21	-1	-9	4	-1	5
9	COC(=O)c1sc2nc3c(cc2c1N)CCCC3	3	-225	5.7	1	7	1	-143	5	1	45
10	CCN(CC)S(=O)(=O)c1ccc(C(=O)OCCN2C(=O)CCC2=O)cc1	3	-18	-0.1	2	15	-2	-4	3	-2	0
11	CC(C)OC(=S)N/C(=N\S(=O)(=O)c1ccccc1)c1ccccc1	3	-45	0.2	1	24	2	1	-12	-2	-2
12	Nn1c(Cc2ccccc2F)nnc1SCCOc1ccc(Cl)cc1	1	-19	-0.2	0	11	-1	15	2	4	2
13	COc1ccc2nc(SCC(=O)Nc3ccccc3C)[nH]c2c1	3	1	-0.1	0	5	-3	-7	-8	0	3
14	Cc1c(NC(=O)C(C)OC(=O)COc2cccc3c2OC(C)(C)C3)c(=O)n(-c2ccccc2)n1C (stereo not drawn)	-2	-2	0.2	3	22	-1	23	1	1	-8
15	CCN(CC)S(=O)(=O)c1ccc(N2CCOCC2)c(NC(=S)NC(=O)c2ccco2)c1	1	-35	0.0	-3	26	0	-9	-1	0	8
16	O=C(CN(C(=O)CCC(=O)Nc1ccccn1)c1ccc(F)cc1)NCc1ccc(F)cc1	6	-29	-6.5	3	4	-2	2	-3	-1	0
17	Cc1c(C)c2ccc(O)c(CN3CCCC3)c2oc1=O	4	1	-3.8	1	12	2	-10	-6	-1	-19
18	Cn1c(CNC(=O)OC(C)(C)C)nnc1SCc1c(Cl)cccc1Cl	-4	10	-0.3	4	-12	1	0	-1	0	9
19	COc1ccc(-c2ccc3nnc(SCC(=O)Nc4ccc(NC(C)=O)cc4)n3n2)cc1	/	/	-27	0	10	/	-82	-1	2	9
20	CC(C)(C)OC(=O)N/N=C/c1ccc(C(=O)O)cc1	-1	-18	-42	1	16	-3	-18	3	-1	9

Other records.
#	Compound	IEC-6 cytotox	KLF5 inh	HIF activator	GSK3beta inhib	AI-2 QS modul	HSP90 refold inh	aSyn 5UTR inh	HSF1 inh	GSK3A inh	HSF1 activator
21	CCOCCCn1c(SCC(=O)Nc2ccc3[nH]c(=O)[nH]c3c2)nc2ccccc2c1=O	/	/	1.1	1	21	/	-11	1	0	11
22	O=C(CC1SC(N2CCCCC2)=NC1=O)Nc1cccc(C(F)(F)F)c1 (stereo not drawn)	2	-5	-13	-26	27	-1	29	2	1	2
23	CSc1nncc(/C(C)=N/O)n1	-2	-23	-0.6	0	26	9	-19	-4	5	-1
24	N#Cc1ccc(/C=N/NC(=S)Nc2ccc(S(=O)(=O)N3CCOCC3)cc2)cc1	-9	-34	-0.8	1	14	-4	16	4	-1	-14
25	CCc1ccc(N(CC(=O)NC2CCCC2)C(=O)CCC(=O)Nc2ccccn2)cc1	-4	-12	-6.7	-2	17	-3	0	-3	0	2
26	COc1ccc(N(CC(=O)Nc2nccs2)S(=O)(=O)c2c(C)[nH]c(=O)[nH]c2=O)cc1	4	0	1.3	-1	48	3	4	-3	-1	7
27	COC(=O)c1ccc(-c2ccc(/C=N/N3C(=O)C4C5C=CC(CC5)C4C3=O)o2)cc1 (stereo not drawn)	9	-72	0.6	1	6	2	-191	-9	1	-17
28	COC(=O)c1cc2occc2n1CC(=O)N(C)C1CCCCC1	0	2	-0.1	2	-1	5	-19	-2	5	0
29	COC(=O)C1(C)CCC(C(=O)Nc2ccccc2)C1(C)C (stereo not drawn)	/	/	-0.5	0	4	/	62*	-21	-1	-30
30	COc1cccc(CN(C(=O)/C=C/c2ccco2)C2CCS(=O)(=O)C2)c1 (stereo not drawn)	-8	-10	0.0	0	6	3	-5	5	-2	16
31	CC(C)CC(=O)NC(Nc1ccccc1F)C(Cl)(Cl)Cl (stereo not drawn)	3	-25	-0.2	-3	2	-3	-16	3	20	7
32	O=C(COc1ncnc2c(Cl)cc(Cl)cc12)N1CCCCC1	-1	-5	0.2	1	2	-6	6	1	3	3
33	COc1ccc(C2C=C(c3ccc(Br)s3)Nc3ncnn32)cc1OC (stereo not drawn)	-3	-8	-0.2	0	5	1	17	-5	1	4
34	O=c1ccc2cc(S(=O)(=O)N3CCN(c4ccccc4F)CC3)ccc2[nH]1	-5	-31	-0.1	0	15	-2	2	-3	-1	-4
35	O=C(Nc1ccc(S(=O)(=O)N2CCCc3ccccc32)cc1)C1CCCO1 (stereo not drawn)	1	-27	0.0	3	19	-2	-36	-5	2	-5
36	Cc1cc(=O)oc2c3c(cc(OCC(=O)NC(C)C)c12)OC(C)(C)CC3	2	-22	-0.3	-2	27	-1	9	3	-1	6
37	Cc1ccc(OC(=O)c2cccnc2)cc1	-3	-9	-0.4	2	8	-4	-19	-1	-1	2
38	Cc1ccc(C(=O)NC(C)c2ccccc2)cc1S(=O)(=O)N1CCOCC1 (stereo not drawn)	8	-7	-0.5	-5	12	3	5	4	0	6
39	COc1ccccc1NC=C1C(=O)OC2(CCCCC2)OC1=O	-2	-7	0.3	1	11	0	-7	7	7	0
40	CS(=O)(=O)N(CC(=O)N1CCOCC1)c1ccccc1Br	-6	-64	-0.7	-2	14	-4	-9	-9	-2	-16

Profiles from above:
CC(C)CC(=O)NC(Nc1ccccc1F)C(Cl)(Cl)Cl (stereo not drawn) is entered as IEC-6 cytotox = 3; KLF5 inh = -25; HIF activator = -0.2; GSK3beta inhib = -3; AI-2 QS modul = 2; HSP90 refold inh = -3; aSyn 5UTR inh = -16; HSF1 inh = 3; GSK3A inh = 20; HSF1 activator = 7
CS(=O)(=O)N(CC(=O)N1CCOCC1)c1ccccc1Br is entered as IEC-6 cytotox = -6; KLF5 inh = -64; HIF activator = -0.7; GSK3beta inhib = -2; AI-2 QS modul = 14; HSP90 refold inh = -4; aSyn 5UTR inh = -9; HSF1 inh = -9; GSK3A inh = -2; HSF1 activator = -16
O=c1ccc2cc(S(=O)(=O)N3CCN(c4ccccc4F)CC3)ccc2[nH]1 is entered as IEC-6 cytotox = -5; KLF5 inh = -31; HIF activator = -0.1; GSK3beta inhib = 0; AI-2 QS modul = 15; HSP90 refold inh = -2; aSyn 5UTR inh = 2; HSF1 inh = -3; GSK3A inh = -1; HSF1 activator = -4

Additional records
#	Compound	IEC-6 cytotox	KLF5 inh	HIF activator	GSK3beta inhib	AI-2 QS modul	HSP90 refold inh	aSyn 5UTR inh	HSF1 inh	GSK3A inh	HSF1 activator
41	Cc1cc(NC(=O)c2ccno2)no1	0	-28	0.1	1	15	0	6	2	0	25
42	CCN1C(=O)c2cccc3c(S(=O)(=O)Nc4c(C)n(C)n(-c5ccccc5)c4=O)ccc1c23	0	9	-0.1	0	25	0	1	-6	-2	-5
43	CCOc1cc2[nH]c(=O)n(CCc3ccc(OC)c(OC)c3)c(=O)c2cc1OCC	-5	-8	0.2	4	48	0	18	-10	-1	-5
44	NS(=O)(=O)c1ccc(NC(=O)COC(=O)c2cn(-c3ccccc3)nc2-c2ccccc2)cc1	-10	-11	0.1	0	11	15	-8	3	-4	25

Filtered by structure: the compounds so far with a thiophene ring, fused or not
#	Compound	IEC-6 cytotox	KLF5 inh	HIF activator	GSK3beta inhib	AI-2 QS modul	HSP90 refold inh	aSyn 5UTR inh	HSF1 inh	GSK3A inh	HSF1 activator
9	COC(=O)c1sc2nc3c(cc2c1N)CCCC3	3	-225	5.7	1	7	1	-143	5	1	45
33	COc1ccc(C2C=C(c3ccc(Br)s3)Nc3ncnn32)cc1OC (stereo not drawn)	-3	-8	-0.2	0	5	1	17	-5	1	4

Records listed so far printed as active in aSyn 5UTR inh:
no. | SMILES | KLF5 inh | GSK3beta inhib | AI-2 QS modul | HSP90 refold inh | aSyn 5UTR inh | HSF1 inh | GSK3A inh | HSF1 activator
29 | COC(=O)C1(C)CCC(C(=O)Nc2ccccc2)C1(C)C (stereo not drawn) | / | 0 | 4 | / | 62* | -21 | -1 | -30

From PubChem
